CF NFkB inh – inhibitors of PAF-induced NF-kB signaling, primary screen, cell-based, GFP fluorescence, uHTS | KKLEB NF-kB-GFP reporter, GFP fluorescence overnight | inhibition, % at 5 µM | 0.86% of 360,000 active;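 active = at least 50% inhibition at 5 µM, scaled per plate between neutral and stimulator controls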;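 note: PAF is a Pseudomonas aeruginosa culture filtrate used as stimulus; plate controls were PAF-stimulated DMSO wells for no effect and unstimulated DMSO wells for full effect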
KKLEB tox – cytotoxicity in KKLEB CF airway cells, primary screen, cytotoxicity control for CF NF-kB inhibitor project, cell-based, uHTS, fluorescence assay plates; KKLEB CF airway cells viability, ATPlite luminescence, overnight; stronger effect = lower value; cells stimulated with P. aeruginosa culture filtrate; activity change (cytotoxicity), % at 5 µM; 0.36% of 360,000 active; AID 602141, 2011;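 active = corrected activity change at or below -50% at 5 µM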
NR5A2 inv ag – LRH-1 (NR5A2) inverse agonists, primary screen, cell-based, luminescence, HEK293T, StAR-luciferase reporter; Nuclear receptor subfamily 5 group A member 2 (Homo sapiens), O00482; LRH-1 transfected, 24 h; inhibition, % at 3.6 µM; 0.13% of 360,000 active; AID 602396, 2012;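 active = inhibition above the mean inhibition of all tested compounds plus 3 SD, cut at about 73% in these data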;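 note: 0% = DMSO wells and 100% = reporter-only cells lacking LRH-1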
TROY NFkB inh – inhibitors of TROY-driven NF-kB signaling, primary screen, Q293 LMP1-TROYcd cells, NF-kB luciferase, uHTS; inhibition, % at 10 µM; 0.98% of 360,000 active; Q293 LMP1-TROYcd NF-kB luciferase reporter, 4 h;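 active = compounds whose plate-normalised and pattern-corrected inhibition of the luciferase reporter signal at the single screening dose is 50% or more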
NCOA3 inh – SRC3 coactivator transcriptional activity inhibitors, primary screen, cell-based, luminescence; Nuclear receptor coactivator 3 (Homo sapiens), Q9Y6Q9; HEK293 GAL4-SRC3 luciferase reporter; inhibition, % at 3.6 µM; 0.17% of 360,000 active;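 active = inhibition above a per-campaign cutoff, the mean of all compounds plus 3 SD, cut at about 60% in these data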;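 note: 0% = DMSO-treated cells and 100% = gossypol-treated cells at 36 µM; higher means less SRC3-driven luciferase light from the GAL4 reporter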
Target sequence (Q9Y6Q9 whole entry, looked up, the tested form may be a part): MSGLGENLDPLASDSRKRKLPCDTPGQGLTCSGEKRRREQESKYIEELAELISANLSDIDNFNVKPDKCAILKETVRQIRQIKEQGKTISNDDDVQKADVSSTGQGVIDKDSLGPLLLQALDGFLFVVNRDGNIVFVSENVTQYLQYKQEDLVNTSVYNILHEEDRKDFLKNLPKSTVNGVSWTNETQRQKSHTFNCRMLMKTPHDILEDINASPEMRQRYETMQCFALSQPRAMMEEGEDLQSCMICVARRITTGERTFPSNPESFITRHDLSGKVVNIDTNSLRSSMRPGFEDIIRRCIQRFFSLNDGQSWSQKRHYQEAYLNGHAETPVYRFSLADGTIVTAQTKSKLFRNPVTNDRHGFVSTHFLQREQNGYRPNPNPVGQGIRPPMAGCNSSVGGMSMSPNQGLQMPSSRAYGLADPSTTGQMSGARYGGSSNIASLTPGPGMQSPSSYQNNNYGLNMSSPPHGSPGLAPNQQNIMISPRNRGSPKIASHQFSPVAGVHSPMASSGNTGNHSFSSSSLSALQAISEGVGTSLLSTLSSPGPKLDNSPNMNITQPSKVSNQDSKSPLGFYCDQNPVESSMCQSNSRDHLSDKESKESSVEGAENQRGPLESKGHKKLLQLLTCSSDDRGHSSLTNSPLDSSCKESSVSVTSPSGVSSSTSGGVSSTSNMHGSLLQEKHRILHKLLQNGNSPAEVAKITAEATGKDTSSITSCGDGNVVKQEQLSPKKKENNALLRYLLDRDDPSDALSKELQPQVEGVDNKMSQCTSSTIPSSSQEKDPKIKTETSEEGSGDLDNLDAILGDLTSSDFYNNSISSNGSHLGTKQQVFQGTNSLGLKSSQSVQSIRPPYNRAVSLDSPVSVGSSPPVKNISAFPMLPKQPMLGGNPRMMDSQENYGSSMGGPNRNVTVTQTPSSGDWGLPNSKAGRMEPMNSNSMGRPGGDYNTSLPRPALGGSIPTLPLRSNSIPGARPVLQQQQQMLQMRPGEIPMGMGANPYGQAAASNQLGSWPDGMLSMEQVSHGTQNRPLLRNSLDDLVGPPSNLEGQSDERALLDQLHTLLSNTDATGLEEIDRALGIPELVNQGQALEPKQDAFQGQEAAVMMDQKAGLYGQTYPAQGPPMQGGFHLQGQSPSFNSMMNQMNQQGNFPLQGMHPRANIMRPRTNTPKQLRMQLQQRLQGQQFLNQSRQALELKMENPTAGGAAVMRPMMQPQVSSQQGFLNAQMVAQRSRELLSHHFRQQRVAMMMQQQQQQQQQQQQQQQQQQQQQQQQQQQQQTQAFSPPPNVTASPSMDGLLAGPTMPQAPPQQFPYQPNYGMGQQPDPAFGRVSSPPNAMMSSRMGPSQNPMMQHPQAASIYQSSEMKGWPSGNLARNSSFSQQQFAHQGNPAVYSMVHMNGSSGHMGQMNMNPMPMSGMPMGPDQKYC
COUP-TFII inh – NR2F2 transcriptional activity inhibitors, primary screen, cell-based, luciferase reporter, HEK293T, luminescence; HEK293T NGFI-A luciferase reporter; inhibition, % at 8.6 µM; 0.7% of 370,000 active; AID 686940, 2013;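 active = inhibition above a per-plate cutoff, mean inhibition of test wells between control levels plus 3 SD, cut at about 38% in these data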;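 note: cells cotransfected with COUP-TFII expression vector driving the NGFI-A reporter; 0% = median of COUP-TF2 test wells and 100% = reporter-only cells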
NCOA1 inh – SRC1 coactivator transcriptional activity inhibitors, primary screen, cell-based, luminescence; HEK293 GAL4-SRC1 luciferase reporter; AID 588354, 2011; Nuclear receptor coactivator 1 (Homo sapiens), Q15788; inhibition, % at 3.6 µM; 0.12% of 360,000 active;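 active = inhibition above the campaign mean plus 3 SD, with each screening campaign given its own cutoff, cut at about 60% in these data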;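 note: 0% = DMSO treated cells and 100% = gossypol at 36 µM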
Shn3 inh set2 – reduction of Shn3 3'UTR firefly luciferase signal, primary screen, Schnurri-3 inhibitor project, cell-based, Clone20 osteoblasts, set 2 | Clone20 osteoblast Shn3 3'UTR firefly luciferase, 24 h | 0.52% of 360,000 active | AID 588674, 2011 | inhibition, % at 12.5 µM;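 active = mean inhibition of at least 75% with every replicate also reaching 75%; inconclusive = mean inhibition at least 75% but some replicate below; inactive = mean inhibition below 75%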;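 note: 0% = median of neutral control wells and 100% = pilot-screen positive control compound; some compounds past the cut are filed as inactive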
TWEAK-Fn14 inh – inhibitors of TWEAK-Fn14 signaling, primary screen, luciferase reporter cells, uHTS; TWEAK-stimulated Fn14 reporter cells, luciferase luminescence, 8 h; inhibition, % at 10 µM; 2% of 360,000 active; AID 1159606, 2016; in the data active = inhibition above about 50%
C8 TRAIL sens – viability loss with TRAIL in NB7+C8 cells, primary screen, TRAIL sensitizer project, cell-based, ATPlite luminescence; 1% of 360,000 active; inhibition (viability loss, TRAIL sensitization), % at 10 µM;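 active = compounds causing at least 50% loss of cell viability in the single-dose screen, relative to plate controls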
LMP1 NFkB inh – EBV LMP1-driven NF-kappaB luciferase reporter inhibitors, primary screen, cell-based, luminescence, single point | LMP1-induced NF-kappaB luciferase reporter cells | inhibition, % at 12.5 µM | 0.69% of 350,000 active; in the data active = inhibition above about 41%; inconclusive = no clear call, values can overlap the other calls;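 note: 0% = neutral control wells and 100% = reference inhibitor control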
* = called active by the depositor; ? = inconclusive; / = not tested or not shown.

Order of results: CF NFkB inh	KKLEB tox	NR5A2 inv ag	TROY NFkB inh	NCOA3 inh	COUP-TFII inh	NCOA1 inh	Shn3 inh set2	TWEAK-Fn14 inh	C8 TRAIL sens	LMP1 NFkB inh
O=[N+]([O-])c1c(NCc2ccco2)ncnc1NCc1ccco1
 : -4	-1	-16	-40	-20	-22	0	-11	11	-5	3
CS(=O)(=O)N(CC(=O)Nc1ccccc1C(=O)N1CCOCC1)c1ccc(F)c(Cl)c1
 : -54	13	0	1	22	4	-2	-5	11	-11	1
Cc1ccc(CCC(=O)Nc2ccc([N+](=O)[O-])cc2Cl)o1
 : 0	-2	-6	-22	-12	-3	-1	16	-11	-11	-2
CSCCCNC(=O)c1ccc(OC2CCN(CCc3ccccc3)CC2)cc1
 : -11	-4	-11	-15	-14	-23	-6	-9	-9	13	-2
CCOC(=O)C1CCN(CCC(=O)Nc2ccc(F)cc2)CC1
 : -2	-2	-7	11	7	1	4	-20	0	2	-35
Cc1ccc(-c2ccc(CCC(=O)O)n2CC2CCCO2)cc1 (stereo not given)
 : 17	1	-1	5	-9	11	-18	-7	15	-10	9
CCCOc1ccc(CCCN=C(N)N)cc1Cl
 : 18	-9	23	5	13	23	5	32	8	39	/
CCOC(=O)C1(Cc2ccccc2C(F)(F)F)CCN(C2CCN(C(C)=O)CC2)CC1
 : 0	3	4	-11	18	17	-4	3	7	8	3
Cc1cc(NC(=O)CSc2nnc(-c3ccncc3)n2Cc2ccccc2)n(-c2ccccc2)n1
 : -2	-11	-2	-2	19	-1	13	-45	-3	-26	3
NC(=O)C1(N2CCCCC2)CCN(C(=S)NCCc2ccccc2)CC1
 : -3	5	-7	-4	7	5	-5	18	5	0	3
O=C(CN1CCCCCC1)Nc1cc(C(F)(F)F)ccc1Cl
 : 7	5	-14	1	6	0	5	-6	-13	9	-4
CCOC(=O)N1CCN(C(=O)C2CCCCC2)CC1
 : -9	5	-2	0	30	5	-9	3	-4	-4	7
Cc1ccc(C2=NN(C(=O)C3CCCO3)C(c3ccco3)C2)cc1 (stereo not given)
 : 10	-16	-9	-23	-11	2	-6	18	18	-1	4
Brc1ccc(C2=CC(c3ccco3)n3ncnc3N2)cc1 (stereo not given)
 : -66	-1	30	-7	-9	/	-8	15	7	34	-32
CCC(C)Nc1nc(-c2ccccn2)nc2ccccc12 (stereo not given)
 : 6	-4	81*	-5	64*	38*	19	?	-6	-5	48*
COC(=O)C1=C(N)OC2=C(C(=O)CC(C)(C)C2)C1c1cc2c(cc1Cl)OCO2 (stereo not given)
 : 13	-2	-9	27	-19	12	6	-4	19	-18	0
COc1ccc(OCCN2CCN(C(=O)c3ccc(OC(F)F)c(OC)c3)CC2)cc1
 : -8	-2	10	14	6	13	26	23	8	-7	10
CN1C(=O)/C(=C/c2ccccc2OCc2ccccc2F)NC1=S
 : 8	3	26	-10	9	-10	-8	-10	-12	-1	-2
COc1ccc(CN(C)C(=O)Cn2cnc3c(NCc4ccccc4)ncnc32)cc1OC
 : -28	3	22	6	7	23	12	15	6	1	18
C/C(=N\NC(=O)Cc1c(F)cccc1Cl)c1cccnc1
 : -24	13	-24	-9	-7	-3	-10	-10	2	-13	1

4 records picked at random from the list so far, as already listed:
Order of results: CF NFkB inh	KKLEB tox	NR5A2 inv ag	TROY NFkB inh	NCOA3 inh	COUP-TFII inh	NCOA1 inh	Shn3 inh set2	TWEAK-Fn14 inh	C8 TRAIL sens	LMP1 NFkB inh
O=C(CN1CCCCCC1)Nc1cc(C(F)(F)F)ccc1Cl
 : 7	5	-14	1	6	0	5	-6	-13	9	-4
Cc1cc(NC(=O)CSc2nnc(-c3ccncc3)n2Cc2ccccc2)n(-c2ccccc2)n1
 : -2	-11	-2	-2	19	-1	13	-45	-3	-26	3
Cc1ccc(CCC(=O)Nc2ccc([N+](=O)[O-])cc2Cl)o1
 : 0	-2	-6	-22	-12	-3	-1	16	-11	-11	-2
O=[N+]([O-])c1c(NCc2ccco2)ncnc1NCc1ccco1
 : -4	-1	-16	-40	-20	-22	0	-11	11	-5	3

Later entries:
Order of results: CF NFkB inh	KKLEB tox	NR5A2 inv ag	TROY NFkB inh	NCOA3 inh	COUP-TFII inh	NCOA1 inh	Shn3 inh set2	TWEAK-Fn14 inh	C8 TRAIL sens	LMP1 NFkB inh
COP1(=O)C=C[C@H](N(Cc2ccccc2)S(=O)(=O)c2ccccc2[N+](=O)[O-])[C@@H](C)O1 (stereo not given in full)
 : 1	2	-19	6	6	-12	-10	-12	7	-2	-10
COc1ccc(CNC(=O)c2[nH]c(C(F)(F)F)nc2-c2ccccc2)cc1
 : -19	-5	-11	1	-10	-5	8	-2	2	9	/
CCN1CCN(CCNC(=O)c2ccc3c(c2)N(Cc2cccc(Cl)c2)C(=O)c2ccccc2S3=O)CC1 (stereo not given)
 : 13	-8	12	-16	16	12	10	-15	-2	-10	4
COc1ccccc1-c1nnc2n1N=C(C)CS2
 : -3	26	-18	-15	-6	-12	-44	1	0	-8	-4
N#CC1(NC(=O)CSc2ccccn2)CCCCC1
 : 12	-5	3	-11	7	-12	9	-8	-1	-3	-8
O=C(/C=C/c1ccc(F)cc1)NC(=S)NC1CCCCC1
 : 25	-18	1	-48	21	18	7	-20	-15	4	-3
Cc1cc(C)n2nc(C(=O)NC(C)(C)C)nc2n1
 : -12	11	-1	-3	13	7	14	-31	-4	-4	-20
CC(=O)c1cccc(-c2ccnc3c2CC(C(=O)Nc2cccc(Oc4ccccc4)c2)O3)c1 (stereo not given)
 : 16	-18	-14	3	-17	-12	11	-8	26	-5	/
Cc1cnc(NC(=O)c2cc(-c3ccccc3)nn2-c2ccccc2)s1
 : -2	4	3	13	12	-3	9	-26	9	9	-6
CCOc1ccc(N2CC(O)(c3ccc(F)cc3)[N+]3=C2CCCC3)cc1 (stereo not given)
 : 9	7	-4	20	5	10	4	10	-24	-13	-3
CC(=O)N1CCc2cc(S(=O)(=O)N3c4ccccc4CC3C)ccc21 (stereo not given)
 : 17	-19	15	15	17	-8	-6	17	14	20	-2
O=C1NC(c2cccs2)Nc2sc3c(c21)CCCC3 (stereo not given)
 : 3	-5	-40	-39	-41	-28	-52	-42	-4	16	-31
Cc1ccnc(NC(=O)c2ccc(C(=O)c3ccccc3)cc2)c1
 : -25	-6	-107	61*	-117	-15	-81	-14	88*	69*	50*
CCCCn1c(N)c(N(Cc2ccccc2OC)C(=O)c2c(CC)noc2C)c(=O)[nH]c1=O
 : 22	4	-3	4	-6	-3	2	-14	-1	-3	5
CN(c1ccc(OC(=O)CC2OC(=O)c3ccccc32)cc1)S(=O)(=O)c1ccccc1 (stereo not given)
 : 3	6	-11	22	8	1	3	-1	1	3	-3
COc1ccc(C(=O)COC(=O)c2n[nH]c3ccccc23)c(OC)c1
 : 12	-2	-153	-34	-48	-57	-102	-111	0	6	-40
CSc1nsc(NC(=O)CCNC(=O)c2ccc([N+](=O)[O-])cc2)n1
 : -6	0	3	23	-4	0	8	1	6	2	5
O=[N+]([O-])c1ccccc1/C=C/C=N/Nc1ccc(S(=O)(=O)Nc2ccc(Cl)cc2)cc1[N+](=O)[O-]
 : 20	6	3	3	6	12	-1	49	23	6	1
COc1ccc2nc(NC(=O)c3cccs3)sc2c1
 : 2	0	-58	-31	-45	5	-52	-90	-11	-8	/
CC(OC1=CC(=O)CCC1)C(=O)c1ccccc1 (stereo not given)
 : 3	13	-2	9	0	3	-5	-12	3	-23	3

An excerpt from above, limited to COUP-TFII inh.
Compound | COUP-TFII inh
O=C1NC(c2cccs2)Nc2sc3c(c21)CCCC3 (stereo not given) | -28
Cc1ccnc(NC(=O)c2ccc(C(=O)c3ccccc3)cc2)c1 | -15

Remaining list, next part.
SMILES | CF NFkB inh | KKLEB tox | NR5A2 inv ag | TROY NFkB inh | NCOA3 inh | COUP-TFII inh | NCOA1 inh | Shn3 inh set2 | TWEAK-Fn14 inh | C8 TRAIL sens | LMP1 NFkB inh
Cc1ccc(Cn2c(Sc3nnc(C)s3)nc3c2c(=O)[nH]c(=O)n3C)cc1 | 16 | -25 | 0 | 5 | -7 | -14 | 7 | 7 | -21 | 1 | 3
CCOC(=O)Nc1ccc2c(c1)N(C(=O)N(C)C)c1ccccc1CC2 | 5 | 16 | 7 | 4 | -6 | -6 | -9 | 2 | 6 | 4 | 2
Cc1c(C(=S)Nc2ccccc2)cnn1-c1ccc([N+](=O)[O-])cc1 | -15 | -22 | -19 | -25 | -14 | 3 | -13 | 12 | -5 | -1 | 0
COCC(=O)Nc1cc(Cl)c(OC)cc1OC | 6 | -6 | 17 | -6 | 10 | 9 | -25 | -4 | -19 | 17 | 0
O=C(C1=C[C@H](c2ccccc2)C[C@H](OCCCCO)O1)N1CCN(Cc2ccc3c(c2)OCO3)CC1 | 0 | 0 | -2 | -9 | -4 | 21 | -8 | 0 | -14 | -15 | -19
CN1C[C@@H]2[C@@H]3C(=O)N(Cc4ccccc4)C(=O)[C@@H]3[C@](C)(C1=O)N2C(=O)c1ccc(Cl)cc1 | 12 | -24 | 1 | 13 | -4 | -20 | -13 | 10 | -20 | 7 | 6
Cc1oc(C(C)(C)C)cc1C(=O)NCc1ccc2c(c1)OCO2 | 18 | -3 | -8 | -4 | 11 | 9 | -3 | 22 | -6 | -2 | 0
COc1ccc(NC(=O)NC2(C)CCS(=O)(=O)C2)cc1 (stereo not given) | 17 | 5 | 18 | 2 | 2 | -15 | -12 | 0 | -1 | -3 | -6
CC1=C(C(=O)N(C)C)CC(CC(=O)NCCN2CCOCC2)C(=O)N1CCCN1CCCC1=O (stereo not given) | -15 | 22 | -3 | 5 | 10 | -2 | -1 | -1 | 7 | 55* | /
O=C(CSc1nnc(CNC(=O)c2cccs2)o1)NCC1CCCO1 (stereo not given) | 4 | -4 | 0 | 2 | 11 | -2 | 11 | -13 | -10 | -9 | -7
Cc1ccc(S(=O)(=O)NNC(=O)/C=C/c2cccc(F)c2)cc1 | -22 | -2 | -5 | 19 | -26 | -1 | -32 | -5 | 11 | 0 | 1

Compound activity deposited in PubChem BioAssay by several laboratories.

Not all compounds are listed (hit frequency here may not be typical).
